Tb MetRS inh: blocks T. brucei methionyl-tRNA synthetase activity | actives 0.4% (n = 360,000) | inhibition, % at 11.9 µM | purified T. brucei MetRS, ATP depletion, Kinase-Glo luminescence | AID 624268;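 active means inhibition above a per-plate cutoff of the control wells' mean inhibition plus 3 SD, cut at about 5.5% in these data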;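 further: 0% = DMSO wells median and 100% = median of wells with control inhibitor compound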
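Test system – parasite MetRS enzyme · Reagent – substrates ATP, L-methionine and bulk Escherichia coli tRNA · Doses – 11.9 µM compound single dose, 0.9% DMSO · Times – 15 min enzyme-compound preincubation, 2 h reaction, 10 min detection, 25 °C · Signal – Kinase-Glo luminescence, ATP depletion format · Controls – DMSO-only wells as low control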
MsrA inh: bovine MsrA inhibition. inhibition, % at 15.5 µM. actives 0.75% (n = 360,000). purified bovine MsrA, absorbance read-out; in the data active means inhibition above about 4.5%;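 further: 0% = vehicle wells with enzyme and 100% = reference inhibitor wells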
CSN deneddyl inh: inhibitors of human CSN-mediated cullin deneddylation. Q92905. Purified CSN, SCF-Nedd8-OG deneddylation, fluorescence polarization. inhibition, % at 12.5 µM. actives 0.38% (n = 360,000). AID 651999;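 active means pattern-corrected inhibition above about 35%, with an unprinted fluorescence ratio check between 0.5 and 1.5, limit read from the data, passing the limit was not always enough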;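 further: 0% = enzyme with substrate and 100% = substrate without enzyme; some results filed as inactive read as strong as hits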
Target sequence (Q92905 whole entry, looked up, one chain of several): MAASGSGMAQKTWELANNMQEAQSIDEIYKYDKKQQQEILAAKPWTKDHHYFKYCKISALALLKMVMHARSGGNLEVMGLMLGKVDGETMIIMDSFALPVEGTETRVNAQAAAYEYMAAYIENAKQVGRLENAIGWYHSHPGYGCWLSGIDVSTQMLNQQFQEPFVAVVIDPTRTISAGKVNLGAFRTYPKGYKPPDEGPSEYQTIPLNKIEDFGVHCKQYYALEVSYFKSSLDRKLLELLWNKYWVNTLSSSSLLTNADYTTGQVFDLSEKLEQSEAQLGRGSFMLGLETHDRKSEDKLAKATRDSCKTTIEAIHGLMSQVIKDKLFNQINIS
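assay system = purified human Csn5 enzyme expressed in HEK293T cells | amount = 0.24 nM enzyme | buffer or medium = Tris/NaCl/DTT buffer, pH 7.5 | reagent = 10 nM SCFSkp2-Nedd8OG | compound = one concentration, 12.5 µM, 0.25% DMSO | times = 90 min reaction at room temperature | signal = FP | read-out basis = % inhibition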
DNMT1 inh: inhibitors of human DNMT1; actives 0.83% (n = 360,000); inhibition (reported as % activation of signal), % at 10 µM; DNMT1 molecular beacon, Hinp1I cleavage, fluorescence; in the data active means inhibition above about 50%
LMPTP inh: LMPTP (human) inhibition; P24666; recombinant LMPTP-A, OMFP fluorogenic substrate, fluorescence intensity; inhibition, % at 20 µM; actives 0.22% (n = 360,000); AID 651560;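 active means compounds that cut the enzyme signal by at least half of the control window in the single-dose screen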;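 further: plate controls were DMSO wells with enzyme plus substrate for no effect and substrate without enzyme for full effect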
Target sequence (P24666 whole entry, looked up): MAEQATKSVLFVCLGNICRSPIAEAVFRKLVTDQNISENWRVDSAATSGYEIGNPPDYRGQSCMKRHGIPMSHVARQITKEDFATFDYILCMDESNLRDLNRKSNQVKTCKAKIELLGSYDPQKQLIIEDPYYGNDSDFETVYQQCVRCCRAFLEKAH
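Assay system: LMPTP-A enzyme. Input: 0.625 nM LMPTP-A final. Probe or stimulus: 400 µM OMFP. Compound dosing: single 20 µM dose. Schedule: 50 min dark incubation at room temperature. Detection: fluorescence intensity of OMFP turnover product. Read-out: percent inhibition versus substrate-only and uninhibited controls. Benchmarks: no-enzyme low control, uninhibited high control.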
STEP inh: blocks human striatal-enriched tyrosine phosphatase | recombinant STEP, OMFP fluorogenic substrate, fluorescence | inhibition, % at 20 µM | actives 0.25% (n = 360,000) | AID 588621;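 active means inhibition at 20 µM, scaled per plate between control wells, above about 37%, limit read from the data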;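 further: 0% = DMSO with enzyme and substrate and 100% = substrate only without enzyme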
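medium = Bis-Tris buffer pH 6.0, 2.5 mM DTT, 0.005% Tween 20 | test system = STEP (striatal-enriched tyrosine phosphatase) enzyme, cell-free | measure = normalized % inhibition | compound dosing = 20 µM, 1% DMSO | also added = 25 µM OMFP | schedule = reaction 20 min, ambient temperature | measured by = fluorescence read at 480 nm ex / 540 nm em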
Scp-1 inhibitor: Scp-1 (human) phosphatase inhibition; Q9GZU7; Recombinant Scp1, phosphopeptide, malachite green phosphate absorbance; inhibition, % at 20 µM; actives 0.88% (n = 340,000); AID 493091;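 active means inhibition above about 50% at 20 µM, limit read from the data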;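 further: plate controls were DMSO wells with enzyme for no effect and wells lacking enzyme for full effect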
Target sequence (Q9GZU7 76-261 limits assumed): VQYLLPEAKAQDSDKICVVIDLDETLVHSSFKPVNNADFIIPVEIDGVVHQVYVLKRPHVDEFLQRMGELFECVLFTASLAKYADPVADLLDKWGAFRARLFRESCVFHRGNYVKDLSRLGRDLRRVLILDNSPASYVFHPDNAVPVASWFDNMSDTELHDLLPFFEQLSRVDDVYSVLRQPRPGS
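Material: truncated SCP-1 phosphatase (76-261aa) / Buffer or medium: 50 mM Tris acetate pH 5.5, 0.005% Tween-20, 10 mM MgCl2 / Compound dosing: one concentration, 20 µM, with 1.0% DMSO / Incubation: 45 min room-temperature reaction, 5 min colour, 30 min stabiliser / Detection: colorimetric free-phosphate detection, absorbance 630 nm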
Rpn11 inh: inhibitors of human proteasome Rpn11. O00487. AID 588493. human 26S proteasome, Ub4-pepOG fluorescence polarization; 20S core pre-blocked with epoxomicin. calls only at 20 µM. actives 0.59% (n = 360,000);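 active means inhibition at 20 µM, scaled to each plate's controls, above about 33%, limit read from the data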
SUMO1-SIM PPI: SUMO1-SIM interaction modulation; P63165; SUMO1 binding to a labelled peptide, TR-FRET, 1 h; inhibition, % at 20 µM; actives 0.33% (n = 360,000); in the data active means inhibition above about 37%
Target sequence (P63165 whole entry, looked up): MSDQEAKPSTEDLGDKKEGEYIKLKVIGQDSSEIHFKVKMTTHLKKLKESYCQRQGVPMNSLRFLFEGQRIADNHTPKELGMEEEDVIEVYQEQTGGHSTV
NadD block: NadD (S. aureus) enzyme inhibition; purified NadD enzyme, colorimetric absorbance read-out; inhibition, % at 20 µM; actives 0.78% (n = 360,000); in the data active means inhibition above about 26%; further: some compounds past the cut are filed as inactive
An asterisk follows results filed as active; i = inactive; . = no result given.

SMILES	Tb MetRS inh	MsrA inh	CSN deneddyl inh	DNMT1 inh	LMPTP inh	STEP inh	Scp-1 inhibitor	Rpn11 inh	SUMO1-SIM PPI	NadD block
COc1ccccc1/C=C/C(=O)c1ccc(NC(C)=O)cc1	-0.6	1.5	7	4	0.4	0	-3	i	-8	-3
CCc1cc2c(SCC(=O)c3cccs3)ncnc2s1	-0.3	-0.6	1	-2	0.1	4	-5	i	-2	-1
O=C(Nc1nnc([C@@H]2C[C@H](O)[C@@H](CO)O2)s1)c1cccc(OC(F)(F)F)c1	-0.1	0.5	7	4	-1.9	-5	.	i	2	-1
CC(=O)N1CCCC(C(=O)c2ccc3c4c(cccc24)CC3)C1 (centres undefined)	0.3	2.4	-2	-8	-1.0	0	-6	i	-17	1
C[C@H](CO)N1C[C@H](C)[C@@H](CN(C)C(=O)c2ccccc2)OCc2cnnn2CCCC1=O	-0.6	0.4	8	-5	-2.1	0	.	i	-1	-7
N#C/C(=C\c1cccc([N+](=O)[O-])c1)C(=O)NCc1cccnc1	-0.1	1.1	-5	-4	-1.3	0	-10	i	-10	14
Cc1ccc([C@@H]2C[C@H]3[C@@H](CN2S(=O)(=O)c2ccc(Cl)cc2)C(=O)C[C@@H](c2ccccc2)N3S(=O)(=O)c2ccc(C)cc2)cc1	0.7	-0.9	6	2	1.5	0	.	i	5	23
CC(=O)N(CCC1(C(C)C)CCOC(C)(C)C1)C(C)c1cccs1 (centres undefined)	-0.1	0.3	1	0	-0.4	-2	-14	i	2	2
COc1ccc(NC(=O)COC(=O)CC2CCCC2)cc1	-0.3	0.7	1	0	1.5	1	-7	i	-3	-4
O=C(CCNC(=O)c1ccccc1Cl)NCCc1ccc(C(F)(F)F)cc1	0.0	-0.2	1	0	0.1	1	-9	i	1	-5
CCOc1ccc(N(Cc2ccc(OC)cc2)C(=O)c2ccco2)cc1	-0.6	-0.5	0	-6	1.3	-1	-3	i	3	0
COc1ccc(NC(=O)NNC(=O)c2cc(C3CC3)nc3ccccc23)c(OC)c1	-0.2	1.0	3	-1	-0.1	-1	-2	i	1	1
COc1ccc(-c2cc(C(F)(F)F)nc(SCC(=O)N3CC(C)OC(C)C3)n2)cc1OC (centres undefined)	-0.2	0.1	-1	0	1.4	-1	3	i	1	-1
CN(CC#CCC(c1ccccc1)c1ccccc1)C(C)(C)C	-0.9	-0.4	-2	-2	0.6	-2	2	i	1	-10
CCOC(=O)C1=C(C)NC(=O)C1(NC(=O)c1cccnc1)C(F)(F)F (centres undefined)	-1.6	0.7	-5	6	-1.7	-3	-1	i	0	-3

Whole records from above. Order of values: Tb MetRS inh	MsrA inh	CSN deneddyl inh	DNMT1 inh	LMPTP inh	STEP inh	Scp-1 inhibitor	Rpn11 inh	SUMO1-SIM PPI	NadD block
`Cc1ccc([C@@H]2C[C@H]3[C@@H](CN2S(=O)(=O)c2ccc(Cl)cc2)C(=O)C[C@@H](c2ccccc2)N3S(=O)(=O)c2ccc(C)cc2)cc1` in the list: 0.7	-0.9	6	2	1.5	0	.	i	5	23
`CCc1cc2c(SCC(=O)c3cccs3)ncnc2s1` in the list: -0.3	-0.6	1	-2	0.1	4	-5	i	-2	-1

4 compounds from above with just CSN deneddyl inh.
smiles | CSN deneddyl inh
CCOC(=O)C1=C(C)NC(=O)C1(NC(=O)c1cccnc1)C(F)(F)F (centres undefined) | -5
CC(=O)N(CCC1(C(C)C)CCOC(C)(C)C1)C(C)c1cccs1 (centres undefined) | 1
O=C(Nc1nnc([C@@H]2C[C@H](O)[C@@H](CO)O2)s1)c1cccc(OC(F)(F)F)c1 | 7
CCOc1ccc(N(Cc2ccc(OC)cc2)C(=O)c2ccco2)cc1 | 0

(next part)
SMILES	Tb MetRS inh	MsrA inh	CSN deneddyl inh	DNMT1 inh	LMPTP inh	STEP inh	Scp-1 inhibitor	Rpn11 inh	SUMO1-SIM PPI	NadD block
CCCCNC(=O)C[C@@H]1C[C@@]2(C(=O)OCC)CCCC=C2N(Cc2ccccc2)C1=O	-0.5	-1.1	0	.	-1.0	.	.	.	-3	.
CC(C)Cn1c(CN2CCN(C(=O)c3ccco3)CC2)nc2c1c(=O)n(C)c(=O)n2C	-0.3	0.1	3	6	-1.2	0	-5	i	-1	-3
COCCNC(=O)c1c(CSc2ccc(Cl)cc2)noc1C(=O)NCc1ccccc1	-0.2	-0.7	0	3	2.5	1	-8	i	2	4
O=C(CCSc1ccc(Cl)cc1)N1CCCCCC1	-0.1	-0.9	-5	0	0.9	-4	-3	i	1	-6
S=C(c1ccc(Br)cc1)N1CCN(Cc2ccccc2)CC1	-0.4	2.1	7	5	2.1	90*	-11	i	5	-4
CSCc1cc(N(C)c2ccccc2)nc(-c2ccccn2)n1	0.3	-0.9	4	-3	0.5	-2	-14	i	17	-4
CCCC(=O)Nn1cnc2c(c1=O)C1(CCCCC1)Cc1ccccc1-2	-0.2	-0.2	-2	-3	0.2	4	-10	i	4	-1
FC(F)(F)c1cccc(NC(=S)NCc2ccccn2)c1	1.1	0.2	-15	-3	0.1	1	-11	i	-5	5
CCC1=C2CC[C@H]3C(=O)N(CC(=O)OC)C(=O)[C@H]3[C@H]2[C@@]2(C)C(=NCC(=O)OC)OC(=O)N2C1=O	-0.5	0.3	2	-1	-1.4	0	-2	i	-7	-3
CCc1ccc(NC(=O)CN(c2ccc3c(c2)OCO3)S(=O)(=O)c2c(C)noc2C)cc1	0.0	0.0	-3	5	0.7	-2	-9	i	-1	-8
CC(=O)Nc1cc(-c2ccccc2N(C)C)cn2c(-c3cccc(C(F)(F)F)c3)cnc12	-0.1	1.1	-77	61*	-0.8	-33	.	i	-10	14
FC(F)(F)COc1nc(N/N=C/c2cccnc2)nc(N2CCCCC2c2ccccn2)n1 (centres undefined)	-1.1	-0.5	3	0	-0.4	1	-5	i	1	0
COc1ccc2c(c1)[nH]c1c(Cl)ncnc12	0.4	0.6	6	4	-0.9	3	-6	i	5	2
CCC1CCCCN1C(=S)Nc1cccc(S(=O)(=O)N(C)C)c1 (centres undefined)	0.0	1.2	-3	-2	-0.5	-2	-2	i	2	-6
COc1ccc(C)cc1S(=O)(=O)N(C)CC(=O)N1CCN(C)CC1	0.1	-1.2	-1	1	0.2	0	-6	i	-3	0
Cn1cccc1/C=N/N1CCN(c2ccccn2)CC1	-0.6	-0.1	2	-4	0.0	-4	-4	i	0	-2
CCN(C(=O)c1cc2c(=O)[nH]c3ccc(C)cc3c2s1)c1ccc(F)cc1	-0.6	0.1	0	14	0.2	1	-12	i	9	-6
COc1ccc(NC(=O)CN(C)C(=O)c2ccc3ccccc3c2)cc1	0.4	-0.7	-6	3	-1.0	0	-2	i	-7	-3
O=C(NC(=O)c1ccccc1O)c1ccc(C(F)(F)F)cc1	1.0	0.3	-3	0	6.3	26	83*	i	6	3
COc1ccc(-c2cnc(C(O)c3ccccc3)[nH]2)cc1 (centres undefined)	-0.2	1.1	-1	-1	0.3	-2	.	i	3	-2
Cc1ccsc1C(=O)Nc1ccc(C(=O)O)cc1	-0.6	0.2	-1	4	-1.6	-12	4	i	0	-1
O=C(NC(Cc1ccccc1)C(=O)O)/C(=C\c1ccccc1)NC(=O)c1ccco1 (centres undefined)	0.2	-0.8	6	-3	-1.2	0	0	i	0	3
CCOc1ccc2nc(NCCCNS(=O)(=O)c3ccc(F)cc3)c(C#N)cc2c1	-2.2	.	2	-8	1.0	-2	-6	i	0	2
O=C(/C=C/c1ccco1)Nc1ccc2nn(-c3ccccc3)nc2c1	0.0	0.6	10	-18	1.2	-1	-40	i	4	5
CN(C)S(=O)(=O)c1cc(NC(=O)CN2CCCc3ccccc32)ccc1Cl	0.8	0.8	7	8	0.6	-3	2	.	-28	18
O=C(O)CNC(=S)N(Cc1ccccc1Cl)C1CCCCC1	-0.1	0.5	4	1	-0.5	-1	0	i	-1	-5
COc1ccc(CC(=O)NCc2ccc(Cl)cc2)cc1S(=O)(=O)N1CCOCC1	-0.2	0.1	-5	0	-1.3	-4	-6	i	13	-4
OC(COc1ccccc1)CN1CCC(Cc2ccccc2)CC1 (centres undefined)	-0.7	-0.7	-1	0	-3.1	-1	-3	i	-2	-9
CCn1c(C(=O)OC)cc2c1ccn2-c1ccc(F)cc1	-0.8	1.2	-4	-3	0.2	-2	-3	i	-4	-1
Cc1cc2c(=O)n(CC(=O)NCC(=O)N3CCN(Cc4ccccc4)CC3)cnc2s1	-0.6	-0.9	-4	0	-1.1	-1	-6	i	3	-1
CC1CCCC(C)N1C(=O)COC(=O)CNC(=O)c1sc2ccccc2c1Cl (centres undefined)	-0.4	0.5	-6	-1	-1.0	-1	-9	i	-9	-4
CCCc1cc(=O)oc2c(C)c(OC3CCCCC3=O)ccc12 (centres undefined)	-0.5	-0.1	-1	0	-0.2	0	-1	i	1	-6
CN1CCN(c2cc3c(c4c2[nH]c2ccccc24)C(=O)CC(C)(C)C3)CC1	-0.3	-1.6	1	-17	-2.2	2	-7	i	-19	-1
Cc1cccc(C)c1C(=NCCCN(C)C)c1ccccc1	-0.2	-0.4	-8	6	-2.3	-1	-7	i	4	-8
CCN(CC)C(=O)c1[nH]cnc1C(=O)NCC(=O)OCc1ccccc1	-0.5	1.7	1	3	-0.8	-3	-6	i	22	1
Cc1ccc2nc(-c3ccncc3)c(Nc3ccccc3)n2c1	0.6	1.0	3	-3	-0.3	-1	-2	i	1	5
CN1C(C(=O)NCc2ccccc2)CC2Cn3c(nc4cc(Cl)c(Cl)cc43)C21 (centres undefined)	-0.2	-0.6	-2	-1	0.3	-6	-8	i	-6	0
NC(=O)Nn1c(CCC(=O)O)ccc1-c1ccc(F)cc1	0.0	1.2	6	2	-1.4	-4	-8	i	2	4
CCSc1nc2ccc(OC)cc2cc1C#N	-0.6	0.5	-1	3	2.1	2	-8	i	0	1
O=C1OCCC1Sc1nnc(-c2ccccc2Br)n1Cc1ccccc1 (centres undefined)	-1.1	-0.4	1	1	-0.7	-1	3	i	0	3
CC(=O)/C(N=Nc1cc(C)ccc1O)=C(\C)O	-0.1	0.9	27	-18	2.2	-6	3	.	-7	1
CCCCc1ccc(NC(=O)C(=O)NCCN2CCN(Cc3ccc([N+](=O)[O-])cc3)CC2)cc1	-0.4	-0.6	1	19	0.5	-1	-5	i	2	-9
COCCn1cnnc1SCC(=O)Nc1ccc(Br)cc1F	-1.0	-1.0	-5	3	0.1	0	-5	i	0	-6
c1ccc(-n2ncc3c(N4CCN(CCOc5cccc6ccccc56)CC4)ncnc32)cc1	-0.7	0.4	2	-13	5.6	2	13	i	-2	7

Screening data (PubChem BioAssay)
